CDK5 p35 inh = blocks human CDK5/p35 kinase activity | Recombinant CDK5/p35, ADP-Glo luminescence, 60 min | Q00535+Q15078 | 0.01% of 330,000 active | inhibition, % at 10 µM;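 active means highest replicate inhibition of at least 50% and at least 75% of replicates reaching 50%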;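 further: plate controls were DMSO neutral control for no effect and GW8510 at 10 µM for full effect; many of its hits are not listed in these tables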
Rtt109 Vps75 = blocks Candida albicans Rtt109/Vps75 acetyltransferase activity | 0.16% of 330,000 active | purified Rtt109/Vps75, ThioGlo CoA-SH fluorescence, 4 h | AID 540336 | inhibition, % at 34.9 µM;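 active means inhibition of at least 50% in every replicate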
RTF Ca sens act = increases calcium sensitivity of human cardiac regulated thin filaments. P19429+P45379. IANBD-labeled TnC RTF fluorescence at EC20 calcium; 0% EC20 calcium, 100% full calcium. activation, % at 7.2 µM. 0.24% of 340,000 active. AID 493008;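 active means activation above the mean over all tested compounds plus 3 SD, cut at about 30% in these data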;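 further: rise in fluorescence read as greater calcium sensitivity of cardiac thin filaments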
PvdQ acylase = blocks Pseudomonas aeruginosa PvdQ acylase activity; purified PvdQ acylase, fluorescence plate reader; inhibition, % at 10 µM; 0.063% of 340,000 active; AID 488965; in the data active means inhibition above about 30%, passing the limit was not always enough;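 further: 0% = vehicle neutral wells and 100% = reference inhibitor wells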
C-LANA FP = KSHV C-LANA DNA binding inhibition | inhibition, % at 9 µM | 0.078% of 340,000 active | MBP-C-LANA/FAM-LBS DNA binding, fluorescence polarization;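 active means highest replicate inhibition at or above 60% at 9 µM, even if other replicates fall short; inactive means all replicates below 60% inhibition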;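 further: 0% = neutral control wells and 100% = 4 µM acridine orange control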
NSD2 inh = inhibitors of human histone methyltransferase NSD2; AID 743445; O96028; NSD2 peptide methylation, AlphaScreen, 120 min; inhibition, % at 12.5 µM; 0.54% of 310,000 active; in the data active means inhibition above about 50%
Target sequence (O96028 whole entry, looked up): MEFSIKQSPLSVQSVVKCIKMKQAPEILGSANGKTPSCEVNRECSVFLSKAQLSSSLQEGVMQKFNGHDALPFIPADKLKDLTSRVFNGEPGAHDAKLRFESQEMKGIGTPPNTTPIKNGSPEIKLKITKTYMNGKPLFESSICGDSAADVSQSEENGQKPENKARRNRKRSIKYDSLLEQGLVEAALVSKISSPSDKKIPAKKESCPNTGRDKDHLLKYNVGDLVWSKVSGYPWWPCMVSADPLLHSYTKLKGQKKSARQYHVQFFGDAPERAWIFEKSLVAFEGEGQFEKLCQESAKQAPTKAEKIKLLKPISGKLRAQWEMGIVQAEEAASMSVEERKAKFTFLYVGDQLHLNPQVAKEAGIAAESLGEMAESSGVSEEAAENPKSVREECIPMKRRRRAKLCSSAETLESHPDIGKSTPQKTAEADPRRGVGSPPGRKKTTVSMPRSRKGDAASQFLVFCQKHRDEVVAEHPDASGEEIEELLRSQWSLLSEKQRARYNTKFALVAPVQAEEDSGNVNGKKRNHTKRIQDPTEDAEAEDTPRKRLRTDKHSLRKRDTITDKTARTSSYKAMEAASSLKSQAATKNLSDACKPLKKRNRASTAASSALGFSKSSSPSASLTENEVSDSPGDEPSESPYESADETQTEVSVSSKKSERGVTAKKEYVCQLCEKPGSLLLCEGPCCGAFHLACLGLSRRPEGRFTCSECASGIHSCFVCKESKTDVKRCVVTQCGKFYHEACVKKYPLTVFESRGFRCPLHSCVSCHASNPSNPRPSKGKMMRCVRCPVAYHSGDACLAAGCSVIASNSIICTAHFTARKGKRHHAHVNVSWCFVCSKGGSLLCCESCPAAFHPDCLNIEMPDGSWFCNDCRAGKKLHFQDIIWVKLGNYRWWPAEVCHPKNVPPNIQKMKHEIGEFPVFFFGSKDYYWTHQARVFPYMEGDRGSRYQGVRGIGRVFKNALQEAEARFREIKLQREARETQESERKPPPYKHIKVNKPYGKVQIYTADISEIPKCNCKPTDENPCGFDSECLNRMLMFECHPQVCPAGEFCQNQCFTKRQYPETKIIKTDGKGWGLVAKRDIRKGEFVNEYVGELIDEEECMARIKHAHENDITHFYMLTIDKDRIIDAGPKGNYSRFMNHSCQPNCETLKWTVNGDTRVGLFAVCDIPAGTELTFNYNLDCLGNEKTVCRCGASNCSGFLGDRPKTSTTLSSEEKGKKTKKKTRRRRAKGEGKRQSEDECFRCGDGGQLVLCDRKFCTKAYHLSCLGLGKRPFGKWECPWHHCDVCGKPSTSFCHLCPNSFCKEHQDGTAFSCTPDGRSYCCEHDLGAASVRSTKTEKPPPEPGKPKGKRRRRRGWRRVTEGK
Keap1 Nrf2 FP = inhibitors of human Keap1-Nrf2 protein-protein interaction | Q14145 | Keap1 Kelch-Nrf2 peptide fluorescence polarization, 1536-well | inhibition, % at 9.4 µM | 0.15% of 340,000 active | AID 504523; in the data active means inhibition above about 12%;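 further: human Keap1 Kelch domain with fluorescein labeled Nrf2 9mer peptide probe; 0% = neutral control wells and 100% = peptide positive control; higher means more block of Keap1 binding to Nrf2 peptide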
PfHsp90 set2 = reduces growth (ATP signal) of yeast expressing P. falciparum Hsp90 | 0.32% of 310,000 active | S. cerevisiae expressing PfHsp90, BacTiter-Glo ATP, 48 h; yeast lacking PDR1 and PDR3 efflux regulators | inhibition, % at 9.4 µM | AID 504621;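 active means every replicate shows inhibition above about 80%, whatever the replicate mean, limit read from the data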;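 further: 0% = DMSO neutral controls and 100% = 20 µM radicicol positive controls; yeast relying on Plasmodium falciparum Hsp90 in place of its own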
dFosB act = activators of mouse delta FosB homodimer. purified delta FosB, TAMRA-CDK5 oligo fluorescence polarization; percent of positive-control signal above neutral wells. P13346. 0.99% of 340,000 active. activation, % at 25 µM. AID 493131;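 active means mean activation above about 17%, with every replicate also reaching it, limit read from the data, passing the limit was not always enough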;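 further: fluorescence polarization rise as delta FosB binds a TAMRA Cdk5 AP-1 oligo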
Mot1-301 SUMO = SUMOylation pathway inhibition by Mot1-301 growth rescue; AID 2716; S. cerevisiae Mot1-301 growth rescue, ATP luminescence, 38.5C; percent above DMSO median, 100 means doubled; 1% of 320,000 active; growth rescue, % at 18.8 µM;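 active means every valid replicate shows activation above 250% relative to neutral control wells; inactive means the rest, any valid replicate at or below 250%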;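 further: OY570 slx delta 5 strain wells were the positive control but not used for scaling; some compounds called inactive have numbers as strong as hits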
Cardiac RTF inh = cardiac RTF calcium desensitization | 0.12% of 340,000 active | inhibition, % at 7.15 µM | P19429+P45379 | IANBD-labeled cardiac RTF, Ca2+ fluorescence;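 active means inhibition above the mean inhibition of all tested compounds plus 3 SD, cut at about 17% in these data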;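 further: assay run at fixed EC70 calcium of 1.6 mM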
* hit, by the source's call; · = not tested or not shown.

mol | CDK5 p35 inh | Rtt109 Vps75 | RTF Ca sens act | PvdQ acylase | C-LANA FP | NSD2 inh | Keap1 Nrf2 FP | PfHsp90 set2 | dFosB act | Mot1-301 SUMO | Cardiac RTF inh
O=C(NCC1CCCO1)c1cc2ccccc2oc1=O (centres undefined) | 0.5 | -1.4 | 1.9 | -12.0 | 1.2 | -2.3 | -5.7 | -7.4 | -2.0 | -18.1 | -8.3
C=CC[C@@H](CC(=O)N[C@@H](CO)Cc1ccccc1)C(=O)N[C@@H](COC(=O)[C@@H](CC=C)Cc1ccc(F)cc1)Cc1c[nH]c2ccccc12 | -1.9 | -5.9 | -6.6 | -9.2 | 0.3 | · | 3.6 | -27.5 | -13.8 | 0.4 | -1.9
O=C(CC(C(=O)O)C1CCCO1)NCc1ccccc1 (centres undefined) | -0.2 | -4.9 | -1.4 | -10.1 | -1.6 | 0.9 | -3.3 | 14.7 | -1.2 | -21.2 | 11.1
CCCCC(=O)Nc1ccc(C(=O)NNC(=S)NC(=O)c2ccco2)cc1 | 0.7 | -11.7 | -0.7 | -14.1 | 0.5 | -0.1 | -6.3 | -12.5 | -5.2 | -5.8 | -1.9
O=C(O)C1CN(c2nc(Cl)ccc2[N+](=O)[O-])C1 | -2.0 | 3.7 | · | -1.9 | 0.9 | 0.5 | 1.9 | 5.7 | -1.2 | 0.5 | ·
COc1ccc(-n2nc(C(=O)NCC(=O)Nc3cc(OC)ccc3OC)c3ccccc3c2=O)cc1 | -1.7 | 2.5 | -3.1 | 6.5 | -3.2 | -0.8 | 1.3 | 13.5 | 3.8 | 4.8 | 6.1
Cc1cc(C)n(-c2cc(C)c(C)cc2Br)n1 | 1.5 | -1.2 | 5.0 | -5.6 | 0.5 | -5.4 | -2.1 | 49.6 | -7.6 | -16.6 | -6.3
O=C(NCCc1ccccn1)C1CCCN(S(=O)(=O)Cc2ccccc2)C1 (centres undefined) | -0.6 | -3.2 | 0.2 | -3.8 | 0.3 | -0.5 | 0.1 | 6.5 | -0.3 | 111.0 | -6.0
CCOC(=O)Cc1nnc(NC(=O)CSc2ccccc2)s1 | -0.4 | -0.2 | -4.5 | 1.4 | -0.8 | 0.3 | -0.2 | 6.3 | -15.9 | -14.4 | -0.8
COc1ccc(NS(=O)(=O)c2ccc(NC(=O)c3ccc(N(C)S(C)(=O)=O)cc3)cc2)c(OC)c1 | -1.1 | 0.8 | -6.9 | -9.2 | 0.0 | -0.8 | -7.2 | -9.2 | 8.3 | -4.6 | -9.2
COc1ccc(CCNC(=O)C(=O)NCC2OCCN2S(=O)(=O)c2cccs2)cc1OC (centres undefined) | -1.2 | -8.7 | 1.2 | -14.5 | 1.1 | -2.2 | -3.6 | 23.2 | -5.8 | 7.1 | -7.1
FC(F)(F)c1ccc(N2CCN(c3cc(-c4ccccc4)nc4ncnn34)CC2)nc1 | -0.2 | -4.5 | 11.8 | -10.0 | -0.8 | 0.2 | -3.3 | -56.0 | -11.4 | -0.1 | -4.9
COc1ccc(-c2cc3ncccc3cn2)cc1 | 1.4 | -1.5 | -0.5 | 48.1* | -1.1 | · | 1.7 | -12.3 | -21.2 | 7.8 | 0.3
Cc1cc(C)c2c(n1)sc1c(N3CCCCC3)ncnc12 | -0.1 | -4.5 | · | -13.3 | -1.0 | -5.1 | -2.7 | 0.5 | -40.3 | 6.0 | ·
Nc1c(N(CCCO)C(=O)CCCN2C(=O)c3cccc4cccc(c34)C2=O)c(=O)[nH]c(=O)n1Cc1ccccc1 | 0.7 | 4.3 | 0.2 | -8.8 | 0.4 | -12.3 | -3.8 | · | -7.5 | · | 3.0
O=C(NCc1cccnc1)C(=O)C1C(=O)Nc2ccccc21 (centres undefined) | 1.7 | 8.9 | 0.5 | 14.7 | -0.4 | 0.1 | -0.8 | 4.9 | -6.1 | -1.6 | -4.0
O=S(=O)(c1cccc(C(F)(F)F)c1)N1CCN(C(=S)NCc2ccco2)CC1 | 0.5 | 2.8 | 5.1 | 8.1 | 0.5 | -4.9 | -7.2 | 5.9 | -11.4 | -7.8 | 7.5
Cc1cc(C)cc(N2C(=O)CC(n3nc(C)cc3C)C2=O)c1 (centres undefined) | -0.2 | 3.9 | -1.3 | -8.4 | 1.1 | 13.2 | 3.3 | 6.6 | 2.0 | -0.2 | 1.8
CCOc1ccccc1OCC(=O)OC(C)C(=O)Nc1ncc(Cl)cc1Cl (centres undefined) | -1.8 | 9.0 | 2.1 | -8.4 | 0.9 | -0.1 | 0.1 | 12.7 | -0.6 | -4.2 | 3.7
CCOC(=O)c1oc2ccccc2c1CN1CCN(c2ccccc2)CC1 | -1.2 | 8.9 | -1.1 | -6.1 | 0.6 | -0.7 | 3.2 | 21.0 | -3.8 | 12.1 | -3.8
CCOc1ccc(NC(=S)NC23CN4CN(CN(C4)C2)C3)cc1 | -0.9 | 11.0 | -3.8 | -13.3 | -0.1 | 25.4 | -0.4 | 4.6 | -6.7 | -6.1 | 1.3
CCSc1sc(CC)cc1C=O | 0.9 | -1.3 | 1.1 | -9.7 | 1.3 | -1.3 | -2.7 | 6.8 | 0.3 | 0.9 | -11.7
Cc1ccc(S(=O)(=O)N2CCOCC2)cc1C(=O)OCC(=O)Nc1ccc2[nH]c(=O)[nH]c2c1 | 2.6 | -0.4 | -0.3 | -2.8 | 1.5 | -0.2 | -0.4 | · | -5.1 | -1.0 | -5.8
S=c1[nH]nc(-c2ccc(Cl)cc2Cl)n1-c1ccccc1 | 3.1 | 12.7 | 4.0 | 11.9 | -1.1 | 3.3 | -2.1 | -10.6 | -0.2 | -12.6 | -12.5
CCOC(=O)Nc1ccc2c(c1)N(C(=O)CCN1CCN(C)CC1)c1ccccc1S2 | -0.6 | 6.2 | -2.4 | -6.3 | -0.6 | 5.7 | 4.2 | -7.7 | -0.8 | 7.1 | -3.3
COc1ccccc1N1CCN(/N=C/C=C\c2ccco2)CC1 | -0.8 | 5.1 | -0.4 | -11.9 | 0.1 | 8.2 | -0.7 | 11.2 | -10.0 | -3.2 | -4.9
CCOCCCNS(=O)(=O)c1ccccc1 | 0.2 | 15.3 | 0.1 | -10.1 | -1.7 | 37.1 | -0.7 | -3.8 | -1.6 | -10.6 | 5.4
CC(Nc1nc2ccccc2n2cnnc12)c1ccccc1 (centres undefined) | -0.1 | 6.7 | -1.8 | -1.4 | -2.0 | -1.3 | -5.0 | -0.9 | -12.1 | 62.6 | 2.3
O=C(CN1C(=O)C2C3C=CC(C3)C2C1=O)NCCc1ccccc1Cl (centres undefined) | -2.0 | 2.6 | 1.0 | -9.3 | -2.1 | 2.6 | 2.3 | -13.3 | -1.4 | 4.6 | -5.7
CC(/C=N/NC(=O)c1cc(C2CC2)[nH]n1)=C\c1ccccc1 | -0.4 | 6.3 | 1.6 | -8.0 | -1.7 | -2.7 | -1.5 | 12.3 | 3.9 | 15.9 | -4.5
CCOC(=O)c1cnc(SCc2ccccc2)nc1N | 2.4 | · | 0.8 | 9.8 | 0.1 | · | -6.2 | -7.7 | -0.1 | 396.6 | -5.7
CCSc1nnc(CNC(=O)C23CC4CC(CC(C4)C2)C3)n1C1CCCCC1 | -1.1 | 5.8 | 1.8 | -21.8 | 2.2 | -1.5 | -3.1 | -9.7 | -7.7 | 7.5 | -3.4
OCCN1CCN(c2ncnc3c2c(-c2ccccc2)cn3-c2ccc(F)cc2)CC1 | 3.7 | 9.8 | 3.3 | 0.9 | -0.1 | · | 0.7 | 21.6 | -19.4 | 7.6 | -4.1
Cc1cccc(Oc2nc(-c3ccncc3)nc3ccccc23)c1 | -0.3 | -2.5 | 2.8 | -8.8 | -5.2 | 0.1 | -1.7 | -25.0 | -5.9 | -2.1 | 4.3
CSCCC(NC(=O)c1ccco1)C(=O)Nc1ccncc1 (centres undefined) | 1.3 | -3.7 | -3.7 | 1.3 | -0.6 | -3.6 | 1.0 | 7.7 | 0.8 | -7.7 | -2.3
C[C@]12c3[nH]c4cc(-c5ccco5)ccc4c3CCN1C(=O)[C@@H](CC(=O)NCCC1=CCCCC1)C[C@@H]2C(=O)N1CCOCC1 | 0.3 | -2.6 | -4.7 | -15.9 | -0.6 | · | -7.8 | -6.3 | -10.8 | · | -5.6
COc1cccc(C(C(=O)NC2CCCCC2)N(C(=O)c2ccccn2)c2cccnc2)c1 (centres undefined) | -0.8 | -4.5 | 4.0 | -10.7 | 0.3 | 0.4 | -3.2 | 6.7 | -5.8 | -5.4 | 0.5
CCOc1ccc2c(c1)c1nnc(SCC(=O)N3CCCCC3C)nc1n2C (centres undefined) | 2.7 | 12.5 | 4.5 | 12.7 | -0.1 | -4.3 | -3.2 | · | 0.2 | 3.8 | 4.8
Cn1nnnc1SCCNCc1cc(Cl)ccc1OCc1ccccc1 | -4.0 | -3.8 | 1.1 | -5.9 | 2.5 | -2.2 | -4.9 | 12.3 | -13.6 | 6.1 | -6.2
COc1ccccc1C(=O)N1CCC(C(=O)c2ccc(F)cc2)CC1 | -1.0 | 5.9 | -5.0 | -12.4 | 1.7 | · | 0.5 | -9.6 | -3.7 | -12.5 | 2.4
O=C(Nc1ccc(Cl)cc1)C1CCCC1 | 0.1 | 1.1 | 1.6 | -12.8 | -0.4 | -4.8 | -3.5 | 0.1 | -4.4 | 0.7 | -2.7
COc1ccccc1-c1noc(-c2ccccc2C(=O)NCc2ccco2)n1 | 1.4 | 13.3 | 0.9 | -17.3 | -2.4 | 1.0 | -4.9 | · | -2.7 | -4.7 | -2.1
CCOc1ccc(S(=O)(=O)NCCC(=O)OCC(=O)NC(=O)c2cccn2C)cc1 | -0.2 | 2.3 | -4.4 | -10.2 | 3.2 | -2.2 | -5.2 | · | -8.3 | -7.3 | 6.5
N#Cc1nc(-c2ccc(F)cc2)oc1N1CCCC1 | -0.2 | 26.0 | -4.4 | -3.9 | 3.2 | -0.9 | -1.0 | -17.6 | 2.7 | -13.7 | 3.8
COC(=O)c1ccccc1NC(=O)Cn1nnc(-c2ccc(OC)cc2)n1 | 0.1 | -0.8 | -0.3 | -4.9 | -0.5 | 2.5 | 1.4 | 11.3 | 3.4 | -36.5 | -8.3
O=C(COC(=O)COc1ccccc1Cl)Nc1ccccc1OC(F)F | -2.6 | 3.4 | 3.2 | -18.6 | 0.2 | -5.8 | -3.3 | · | -5.0 | 577.8* | -6.0
CCCC(=O)NC(=S)Nc1cccc(NC(=O)c2ccc(Cl)cc2Cl)c1 | -0.5 | -12.0 | -1.6 | -4.3 | 2.9 | 0.1 | 4.2 | -15.2 | 8.4 | -0.2 | -10.9
Cc1ccc(F)cc1CNC(=O)C1CCC(=O)N(CCCN2CCCC2=O)C1 (centres undefined) | -1.1 | 2.8 | 1.3 | -11.5 | -2.5 | -1.2 | -0.9 | 7.6 | 3.7 | -3.3 | -5.2

Compound activity from PubChem.
